Assay outcomes deposited in PubChem BioAssay by several laboratories.
RSV CPE inhibition = inhibition of RSV-induced cytopathic effect – HEp-2 cells, primary 10 µM value included (AID 2391); actives 0.13% (n = 310,000); CPE inhibition, % at 10 µM; hits with a dose series show IC50 in µM; HEp-2 cells, RSV-induced CPE inhibition; higher % means a stronger effect; in the data active = a potency from the dose series; inconclusive = CPE inhibition mostly from about 23% at the one dose, without a potency; inactive = the rest, 99 in 100 with CPE inhibition below about 21%; note: strong numbers were not always called active
West Nile virus CPE = West Nile virus antiviral activity, cell-based, CPE readout (AID 1621); West Nile virus-infected cells, CPE inhibition; higher % means a stronger effect; CPE inhibition, % at 10 µM; hits with a dose series show IC50 in µM; actives 0.02% (n = 290,000); in the data active = a potency from the dose series; inconclusive = CPE inhibition mostly from about 3.7% at the one dose, without a potency; inactive = the rest, 99 in 100 with CPE inhibition below about 2.2%; note: strong numbers were not always called active
UTI89 phage lysis = inhibition of K1F phage lysis, E. coli UTI89, bacterial capsule biogenesis inhibitors, alamar blue (AID 488966); E. coli UTI89 K1F phage lysis, alamar blue, 2 h; higher % means a stronger effect; one-dose inhibition, % at 100 µM; IC50 in µM for titrated hits; actives 0.02% (n = 340,000);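 active = phage lysis inhibition, versus mean bacterial control, above a set limit; inconclusive = no clear call, values can overlap the other calls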;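 note: capsule biogenesis inhibitors block K1F phage lysis so surviving cells raise fluorescence; higher fluorescence means more inhibition of phage lysis; actives were called in the ten point dose series up to 300 µM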
NS5 inhibitors = Dengue-2 NS5 methyltransferase inhibitors, primary screen, biochemical, confirmation dose response (AID 588689) | Dengue-2 NS5 methyltransferase capping enzyme assay, biochemical; higher % means a stronger effect | inhibition, % at 25 µM; hits with a dose series show IC50 in µM | actives 0.3% (n = 340,000); in the data active = a potency from the dose series; inconclusive = inhibition above about 29% without an active follow-up result
T cell HTS = T cell immune modulators affecting CD8 T cell-vesicle binding; actives 0.068% (n = 330,000); calls only at 7 µM; AID 2052; 2C CD8+ T cell-vesicle binding, flow cytometry; stronger effect = lower value;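 active = response, share of CD8 T cells binding vesicles, and their 90th percentile fluorescence all below set limits, cut at about 80% in these data, passing the limit was not always enough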
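Test system: purified 2C TCR transgenic mouse naive CD8+ T cells. Probe or stimulus: QL9-peptide-loaded Drosophila micro-vesicles bearing Ld, ICAM-1 and B7-1. Incubation: binding step 1.5 h, 37 °C, antibody labelling 20 min, ice. Measured by: flow cytometry of vesicle-bound cells.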
Salmonella PhoP GFP = PhoP-dependent GFP reporter repression – Salmonella Typhimurium, primary screen (AID 1863); S. Typhimurium PhoP-regulated promoter GFP reporter, 4 h; higher % means a stronger effect; one-dose inhibition, % at 50 µM; IC50 in µM for titrated hits; actives 0.16% (n = 300,000);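 active = inhibition over 29.93%, a cutoff 3 SD above the screen mean, later confirmed by dose response; inconclusive = inhibition over 29.93% but no dose response follow-up; inactive = inhibition at most 29.93% or unconfirmed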;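 note: 0% = low Mg2+ inducing control and 100% = high Mg2+ repressing control; strong numbers were not always called active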
Rac1 GTP hydrolysis = MgcRacGAP GTPase-activating activity inhibitors, confirmation, biochemical, ADP Hunter fluorescence; MgcRacGAP-stimulated Rac1 GTP hydrolysis, ADP Hunter fluorescence; higher % means a stronger effect; GST-tagged Rac1 F28L mutant substrate; inhibition, % at 30 µM; hits with a dose series show IC50 in µM; actives 0.6% (n = 340,000); AID 624330;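 active = first-screen hits whose inhibition reached a set limit at any dose in the follow-up dose series; inconclusive = inhibition above the set first-screen limit but never retested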;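 note: fluorescence reports GDP produced by GAP-driven GTP hydrolysis; strong numbers were not always called active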
Large T inhibition = TAg ATPase/helicase activity blockers – biochemical (AID 1903); actives 0.39% (n = 310,000); inhibition, % at 20 µM, or IC50 in µM where a hit was titrated; SV40 large T antigen ATPase/helicase inhibition assay; higher % means a stronger effect; in the data active = a potency from the dose series; inconclusive = inhibition mostly from about 32% at the one dose, without a potency; inactive = the rest, 99 in 100 with inhibition below about 32%; note: strong numbers were not always called active
NTR1 ag = agonists of NTR1, primary screen, imaging, U2OS cells, beta-arrestin-GFP, high content (AID 493036); P30989; NTR1-U2OS beta-arrestin-GFP spot imaging, agonist mode; activation, % at 20 µM; actives 0.17% (n = 330,000);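 active = activation at or above 40% of the spot to cytoplasm intensity ratio, with at least 20 cells analyzed; inconclusive = wells under 20 cells, flagged as cytotoxic or low count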;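 note: 0% = DMSO without peptide and 100% = 100 nM NTR1 peptide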
Target sequence (P30989 whole entry, looked up): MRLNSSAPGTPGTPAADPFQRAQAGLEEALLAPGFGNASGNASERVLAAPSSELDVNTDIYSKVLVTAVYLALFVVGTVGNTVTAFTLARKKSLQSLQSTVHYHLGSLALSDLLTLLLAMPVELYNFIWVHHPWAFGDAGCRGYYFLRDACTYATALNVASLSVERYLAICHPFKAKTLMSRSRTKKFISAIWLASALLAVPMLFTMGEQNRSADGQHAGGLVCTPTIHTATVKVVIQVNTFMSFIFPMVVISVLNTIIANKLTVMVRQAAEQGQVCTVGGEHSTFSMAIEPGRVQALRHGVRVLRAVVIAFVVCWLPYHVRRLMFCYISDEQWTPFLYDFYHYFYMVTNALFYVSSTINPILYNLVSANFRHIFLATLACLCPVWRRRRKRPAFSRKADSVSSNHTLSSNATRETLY
T cell HTS vesicle-bound % = further read-out of T cell HTS, marked with its call; double positive events, %; measured here: CD8+ vesicle-bound cell fraction;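 binding gate set so that unloaded-vesicle control wells show 10% double positive cells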
NTR1 ag cell count 20 µM = also measured in NTR1 ag; calls as there; cell count; measured here: cell count, cytotoxicity flag
NS5 inhibitors pilot replicate = further read-out of NS5 inhibitors, marked with its call; inhibition, %; measured here: pilot screen replicate inhibition
An asterisk follows results filed as active; i = inactive; ? = inconclusive; nt = not tested or not shown; [ ] = remark or other dose. This is a random part of the collection; any-hit rate near 1.5%.

SMILES	RSV CPE inhibition	West Nile virus CPE	UTI89 phage lysis	NS5 inhibitors	T cell HTS	T cell HTS vesicle-bound %	Salmonella PhoP GFP	Rac1 GTP hydrolysis	Large T inhibition	NTR1 ag	NTR1 ag cell count 20 µM	others
O=C(NCC(c1ccco1)N1CCCC1)c1cc2cc(Cl)ccc2o1 (centres undefined)	-1.0%	nt	0.1%[50 µM]	-5%	i	36	nt	1%	nt	-1.4	44
NC(=NC1CCCCC1)c1ccc([N+](=O)[O-])cc1	2.8%	0.6%	1.0%	-8%	i	39	10%	3%	9%	14	91
O=C(Nc1ccccc1C(=O)N/N=C/c1ccco1)c1ccc(Cl)cc1	2.2%	-0.4%	-0.3%	-8%	i	55	2%	2%	11%	9.1	82
Cc1ccc(-n2nc3c(=O)n(C(C)C(=O)NCc4ccccc4Cl)nc(C)c3c2C)cc1 (centres undefined)	-1.4%	0.3%	0.3%	-13%	i	18	7%	10%	3%	0.7	76
C/C(CC(=O)Nc1ccc2c(c1)OCCO2)=N\NC(=O)c1ccccn1	0.9%	0.2%	-0.1%	-10%	i	26	-1%	9%	2%	0.0	33
CCOC(=O)C1=C(COc2ccc(C)cc2)NC(=O)NC1c1cc(C)ccc1C (centres undefined)	0.7%	-0.5%	1.6%[50 µM]	-3%	i	46	-1%	8%	-1%	3.5	58
CCOC(CCn1ccc(O)c(Cc2ccc(Cl)cc2)c1=O)OCC	2.7%	-0.3%	0.0%	-1%	i	48	-8%	-3%	6%	-0.1	88
O=C1C(Cc2ccc(F)cc2)SC(=Nc2ccccc2)N1c1ccccc1 (centres undefined)	17%	nt	2.9%	2%	i	45	-7%	4%	10%	1.4	62
CCS(=O)(=O)c1ccc(O)c(NC(=O)CCCC(=O)O)c1	1.4%	0.2%	0.1%	12%	i	48	8%	14%	10%	1.0	46
COc1ccc2c(c1)OC[C@H]1[C@H]2N2C(=O)c3ccccc3NC(=O)[C@@]2(C)[C@H]1c1ccccc1	nt	nt	0.9%	-10%	i	18	nt	6%	nt	2.4	52

Arranged by heavy-atom count (descending): part of the list above
SMILES	RSV CPE inhibition	West Nile virus CPE	UTI89 phage lysis	NS5 inhibitors	T cell HTS	T cell HTS vesicle-bound %	Salmonella PhoP GFP	Rac1 GTP hydrolysis	Large T inhibition	NTR1 ag	NTR1 ag cell count 20 µM	others
COc1ccc2c(c1)OC[C@H]1[C@H]2N2C(=O)c3ccccc3NC(=O)[C@@]2(C)[C@H]1c1ccccc1	nt	nt	0.9%	-10%	i	18	nt	6%	nt	2.4	52
Cc1ccc(-n2nc3c(=O)n(C(C)C(=O)NCc4ccccc4Cl)nc(C)c3c2C)cc1 (centres undefined)	-1.4%	0.3%	0.3%	-13%	i	18	7%	10%	3%	0.7	76
CCOC(=O)C1=C(COc2ccc(C)cc2)NC(=O)NC1c1cc(C)ccc1C (centres undefined)	0.7%	-0.5%	1.6%[50 µM]	-3%	i	46	-1%	8%	-1%	3.5	58
O=C1C(Cc2ccc(F)cc2)SC(=Nc2ccccc2)N1c1ccccc1 (centres undefined)	17%	nt	2.9%	2%	i	45	-7%	4%	10%	1.4	62
O=C(Nc1ccccc1C(=O)N/N=C/c1ccco1)c1ccc(Cl)cc1	2.2%	-0.4%	-0.3%	-8%	i	55	2%	2%	11%	9.1	82
O=C(NCC(c1ccco1)N1CCCC1)c1cc2cc(Cl)ccc2o1 (centres undefined)	-1.0%	nt	0.1%[50 µM]	-5%	i	36	nt	1%	nt	-1.4	44
CCS(=O)(=O)c1ccc(O)c(NC(=O)CCCC(=O)O)c1	1.4%	0.2%	0.1%	12%	i	48	8%	14%	10%	1.0	46
NC(=NC1CCCCC1)c1ccc([N+](=O)[O-])cc1	2.8%	0.6%	1.0%	-8%	i	39	10%	3%	9%	14	91

Carrying on.
SMILES	RSV CPE inhibition	West Nile virus CPE	UTI89 phage lysis	NS5 inhibitors	T cell HTS	T cell HTS vesicle-bound %	Salmonella PhoP GFP	Rac1 GTP hydrolysis	Large T inhibition	NTR1 ag	NTR1 ag cell count 20 µM	others
Cc1n[nH]c(=O)c2c(NC(=O)COC(=O)COc3cccc(Br)c3)oc(C)c12	0.3%	nt	0.7%[50 µM]	-5%	i	14	0%	4%	14%	-1.2	76
O=C(C1=C[C@@H](c2ccc(C(F)(F)F)cc2)C[C@@H](OCCCCO)O1)N1CCN(Cc2ccccc2)CC1	1.6%	-1.4%	-1.6%	-4%	i	50	-13%	0%	4%	0.7	52
Cc1ccc(S(=O)(=O)Cn2nnnc2CN(Cc2ccco2)CC2CCCO2)cc1 (centres undefined)	-0.9%	-0.3%	-0.1%	5%	i	12	-1%	15%	7%	1.2	41
O=C(CSc1nc2ccccc2nc1N1CCCCC1)N1CCN(c2ccccc2)CC1	3.0%	-0.3%	2.2%	0%	i	44	nt	6%	7%	7.9	42
COc1cc(CCC(=O)Nc2c(C(=O)N3CCN(c4ccccc4OC)CC3)oc3ccccc23)on1	nt	0.4%	0.1%	5%	i	27	-5%	5%	9%	0.4	49
CCOc1cccc(-c2nnc3sc(COc4ccc(OC)cc4)nn23)c1	3.2%	-1.5%	-1.2%	-1%	i	38	-5%	-5%	14%	1.6	82
Cc1nc2ccccc2c2ncccc12	5.3%	0.1%	0.2%	-1%	i	63	-1%	8%	3%	0.0	87
COCCNC(=O)CN(CC1CCCO1)C(=O)CCC(=O)Nc1ccccn1 (centres undefined)	0.6%	-0.2%	0.5%	-3%	i	11	-7%	6%	0%	0.5	45
COc1ccc(Nc2nc(OC)nc(OC)n2)cc1	-1.2%	-0.3%	0.2%	2%	i	40	8%	14%	9%	0.5	69	NS5 inhibitors pilot replicate=-3.0
O=C(O)c1ccccc1NS(=O)(=O)c1cccc(C(F)(F)F)c1	0.2%	0.1%	3.0%	-15%	i	31	4%	3%	10%	2.1	80
COc1ccc(CNC(=O)CSc2nnnn2-c2ccccc2)cc1	0.8%	-0.6%	0.3%[50 µM]	-5%	i	32	-5%	2%	10%	-0.9	49
Cc1nn(C)c(C)c1S(=O)(=O)N1CCC(C(=O)NC2CCCCCC2)CC1	-0.2%	-0.1%	-0.8%	-9%	i	16	-14%	-7%	16%	-0.9	65
Cc1ccc(S(=O)(=O)NC(=O)Nc2cccc([N+](=O)[O-])c2)cc1	1.3%	-0.1%	0.4%	0%	i	36	12%	5%	4%	-2.0	48
Cc1ccc(S(=O)(=O)N2CCCCC2)cc1NC(=O)CSc1ncnc2ccccc12	19%	1.9%	-0.5%	-2%	i	46	0%	-2%	1%	8.5	79
Cc1ccc(NS(=O)(=O)c2cccc(C(=O)Nc3c(C)n(C)n(-c4ccccc4)c3=O)c2)cc1	3.1%	-0.2%	nt	nt	i	16	1%	nt	18%	0.5	67
COc1cc(/C=C(/C#N)C(=O)c2c(C)[nH]c3ccccc23)ccc1OCC#N	1.9%	0.3%	0.0%	-2%	i	42	12%	15%	9%	4.0	48
COCCN(CCOC)c1ncc(Cl)c(C(=O)c2c(C)cc3ccccn23)n1	-1.2%	-0.7%	0.3%	-3%	i	29	10%	0%	7%	0.7	50
Cc1nnc(SCC(=O)Nc2nccs2)n(N)c1=O	-0.3%	0.9%	0.2%	-3%	i	26	-5%	-4%	5%	-0.8	61
CCOc1ccc(C(=O)NCC2CCCO2)cc1OCC (centres undefined)	2.4%	-0.6%	0.2%	2%	i	25	2%	5%	2%	0.2	31
COc1ccc(-c2ccc(/C=N/NC(=O)Cc3nnc(N)s3)o2)cc1Cl	6.1%	0.5%	nt	nt	i	54	-6%	nt	18%	2.5	37
CC(C)NS(=O)(=O)c1ccc(CCC(=O)NCc2ccncc2)cc1	-0.9%	1.1%	-0.1%	nt	i	33	-6%	-1%	2%	-0.7	39
CC(C)C1Cc2nc(Cl)c(C#N)cc2CO1 (centres undefined)	1.8%	-0.6%	1.0%	5%	i	35	-8%	3%	4%	4.3	52
O=C(Nc1cccc(S(=O)(=O)NC2=NCCC2)c1)c1ccccc1	nt	nt	0.3%[50 µM]	-3%	i	40	nt	1%	nt	1.7	68
CCOC(=O)COc1c(OC)cc(Cl)cc1C1Nc2ccccc2C(=O)N1c1cccc(C)c1 (centres undefined)	16%	-0.5%	0.6%[50 µM]	3%	i	26	-2%	3%	8%	0.7	39
C=CCN(c1ccccc1)S(=O)(=O)c1cccc(C(=O)Nc2ccncc2)c1	5.0%	nt	0.6%[50 µM]	4%	i	8	-1%	4%	15%	4.8	55
S=C(NCCCN1CCOCC1)Nc1ccc(Cl)cc1	-0.4%	-0.4%	6.9%	-1%	i	26	2%	8%	10%	-1.0	38
O=C(Nc1ccc2c(c1)Cc1ccccc1-2)c1ccncc1	?	-0.7%	3.1%[50 µM]	3%	i	10	-13%	4%	16%	3.2	59
Cc1ccc(Cc2c(C)nc3nc(SCC(=O)NCCN4CCOCC4)nn3c2C)cc1	0.9%	-0.9%	0.1%	0%	i	22	7%	7%	1%	-1.4	83
Cc1cc(C)cc(-n2nnnc2SCC(=O)Nc2nc(-c3ccc(Cl)cc3)cs2)c1	0.7%	0.1%	3.7%	-2%	i	44	-8%	4%	7%	1.6	55
CCC(=O)Nc1nnc(SCC(=O)N2c3ccccc3CC2C)s1 (centres undefined)	-1.2%	0.2%	0.4%	-2%	i	13	-8%	4%	3%	-0.2	81
CN(c1ccccc1C(=O)NCc1ccccn1)S(C)(=O)=O	1.9%	0.6%	-0.2%	3%	i	35	-3%	9%	5%	-1.3	79
Cc1ccc(OCC(=O)Nc2ccc(S(=O)(=O)Nc3cc(C)nc(C)n3)cc2)c(C)c1	1.4%	nt	0.4%[50 µM]	4%	i	18	-5%	10%	16%	0.7	64
